TNAP activation fold – human TNAP enzyme activators, primary screen, biochemical, luminescent, no phosphate acceptor, uHTS (AID 1001); purified TNAP, luminescent activation assay, no phosphate acceptor; higher activation fold means a stronger effect; one-dose activation fold at 20 µM; EC50 in µM for titrated hits; actives 0.03% (n = 200,000); in the data active = activation fold from about 3, or a potency from the dose series; inactive = the rest, 99 in 100 with activation fold below about 1.6; also: many of its hits are not listed in these tables
PMI inhibitors – inhibitors of human PMI, primary screen, biochemical, fluorescence intensity, coupled assay (AID 1209); Mannose-6-phosphate isomerase (Homo sapiens); purified PMI enzyme, coupled fluorescence intensity; higher % means a stronger effect; actives 0.42% (n = 190,000); inhibition, % at 20 µM, or IC50 in µM where a hit was titrated;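 also: plate controls were DMSO vehicle for no effect and wells lacking substrate for full effect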
LYP phosphatase – inhibitors of LYP phosphatase, biochemical, fluorescence intensity, uHTS (AID 1779) | Tyrosine-protein phosphatase non-receptor type 22 (Homo sapiens) | recombinant LYP phosphatase, fluorescence intensity; higher % means a stronger effect | one-dose inhibition, % at 11.5 µM; IC50 in µM for titrated hits | actives 0.054% (n = 290,000);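 also: plate controls were vehicle with enzyme for no effect and no enzyme for full effect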
M1AAP inhibition – P. falciparum M1AAP inhibitors, biochemical, fluorogenic H-Leu-NHMec substrate, 1536-well (AID 1445) | Aminopeptidase N (Plasmodium falciparum (isolate 3D7)) | recombinant M1AAP, H-Leu-NHMec fluorogenic kinetic assay; higher % means a stronger effect | inhibition, % at 30 µM, or IC50 in µM where a hit was titrated | actives 0.42% (n = 220,000);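 active = primary inhibition above the hit cutoff, then over 50% inhibition at one or more dose response concentrations, cut at about 23% in these data, passing the limit was not always enough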;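 also: plate controls were DMSO full reaction for no effect and no enzyme background for full effect; strong numbers were not always called active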
human PMI inhibitors – human PMI inhibitors, high substrate, primary screen, biochemical, fluorescence intensity, high mannose 6-phosphate (AID 1220); Mannose-6-phosphate isomerase (Homo sapiens); recombinant PMI enzyme, coupled fluorescence intensity; higher % means a stronger effect; inhibition, % at 20 µM, or IC50 in µM where a hit was titrated; actives 0.66% (n = 190,000)
Yfh1-depleted yeast – enhancers of respiration in Yfh1-depleted yeast, dose response, Friedreich's ataxia, plus single-dose screen (AID 1465). S. cerevisiae Yfh1-off respiration, WST-1 reduction, 72 h; higher fold induction means a stronger effect. one-dose fold induction at 50 µM; EC50 in µM for titrated hits. actives 0.074% (n = 220,000);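 active = fold induction of absorbance versus untreated yeast above a set limit, then at least 30% activation at any dose in follow-up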;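 also: activators that raise dye reduction in frataxin-depleted yeast; strong numbers were not always called active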
XIAP displacement – XIAP antagonists, biochemical, IAP family, fluorescence polarization (AID 1018); XIAP BIR domain, fluorescence polarization peptide displacement; higher % means a stronger effect; displacement, % at 20 µM, or IC50 in µM where a hit was titrated; actives 0.007% (n = 200,000); in the data active = displacement above about 50%; also: a part of the inactive calls stands beside numbers as strong as those of hits
WT yeast gro inh – growth inhibition of WT strain, primary screen, mitochondrial fusion inhibitor project, WT and mutant strains, chemical genetic | mitochondrial fusion phenotypic screen | actives 2.1% (n = 190,000) | inhibition, % at 10 µM | AID 1362, 2008; in the data active = inhibition above about 58%; tested in S. cerevisiae
M17LAP inhibition – P. falciparum M17LAP inhibitors, primary screen, biochemical, fluorogenic H-Leu-NHMec substrate, 1536-well (AID 1619) | inhibition, % at 30 µM; hits with a dose series show IC50 in µM | actives 0.38% (n = 220,000) | Leucine aminopeptidase (Plasmodium falciparum (isolate 3D7)) | recombinant M17LAP, H-Leu-NHMec fluorogenic kinetic assay; higher % means a stronger effect;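 active = compound inhibiting the enzyme by more than half at any dose during confirmatory dose-response retesting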;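 also: plate controls were full reaction with DMSO carrier for no effect and no enzyme background for full effect; strong numbers were not always called active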
WT yeast gro inh mutant strain – recorded beside WT yeast gro inh, whose call it bears; inhibition, %; mitochondrial fusion phenotypic screen, mutant strain inhibition
Active calls of the source: *; i = inactive; nt = no result given. Rule as the data show it, unless noted: active = inhibition above about 50%; inactive = the rest. Rows are unselected (roughly 3.7% active in at least one column).

SMILES	TNAP activation fold	PMI inhibitors	LYP phosphatase	M1AAP inhibition	human PMI inhibitors	Yfh1-depleted yeast	XIAP displacement	WT yeast gro inh	WT yeast gro inh mutant strain	M17LAP inhibition
Cc1nnc(NC(=O)CCC(=O)N2CCC(C)CC2)s1	1	7%	-3%	1%	12%	i	-9.3%	-6	1	4%
Cc1ccc(N=Cc2c(C)[nH]n(-c3nc4ccccc4[nH]3)c2=O)cc1	2	-5%	-11%	-11%	-7%	i	-2.6%	84*	82*	-2%
CCN1CCCC1CNC(=O)CS(=O)(=O)Cc1nc(-c2ccccc2C)oc1C (stereo not given)	1	14%	-2%	16%	12%	i	-16%	-8	-17	8%
Cc1cc(S(=O)(=O)NC2CCCCC2)ccc1OCC(=O)N1CCOCC1	1.2	3%	-9%	8%	-3%	i	-1.2%	5	8	1%
COc1cc([N+](=O)[O-])ccc1NC(=O)CN1CCOCC1	1.1	3%	-5%	4%	4%	i	-6.4%	5	8	-3%
CN1/C(=C\C=C2/C(=O)Oc3ccccc3C2=O)C(C)(C)c2ccccc21	0.7	10%	9%	8%	2%	i	-13%	-3	13	0%
COc1cccc(NC(=O)N(CCCN2CCOCC2)C(C)c2cc3cccc(OC)c3o2)c1 (stereo not given)	1.1	5%	1%	13%	4%	i	-1.6%	-12	-17	-7%
CC(C)c1ccc(NC(=O)Cn2c(=O)oc3cccnc32)cc1	nt	nt	-4%	5%	nt	i	nt	nt	nt	2%
O=C(N/N=C/c1cccc(Br)c1)c1ccc(Br)cc1	1.1	7%	-4%	10%	1%	i	-0.2%	-6	-21	-7%
Cc1ccc(Cn2c(-c3nonc3N)nc3ccccc32)cc1	1.1	1%	-4%	-7%	0%	i	0.5%	-21	-14	-1%
CCOC(=O)c1c(-c2ccccc2)nnn1-c1nc(OCC)nc(N2CCCCC2)n1	1.1	19%	4%	3%	16%	i	-2.6%	-13	2	-1%
COc1ccc(S(=O)(=O)N2CC3CCCN3c3ccc(C(F)(F)F)cc32)cc1 (stereo not given)	1.1	9%	-1%	7%	6%	i	-1.6%	8	-5	-7%

A section from further up, for reference:
SMILES	TNAP activation fold	PMI inhibitors	LYP phosphatase	M1AAP inhibition	human PMI inhibitors	Yfh1-depleted yeast	XIAP displacement	WT yeast gro inh	WT yeast gro inh mutant strain	M17LAP inhibition
CC(C)c1ccc(NC(=O)Cn2c(=O)oc3cccnc32)cc1	nt	nt	-4%	5%	nt	i	nt	nt	nt	2%
O=C(N/N=C/c1cccc(Br)c1)c1ccc(Br)cc1	1.1	7%	-4%	10%	1%	i	-0.2%	-6	-21	-7%
Cc1ccc(Cn2c(-c3nonc3N)nc3ccccc32)cc1	1.1	1%	-4%	-7%	0%	i	0.5%	-21	-14	-1%
CCOC(=O)c1c(-c2ccccc2)nnn1-c1nc(OCC)nc(N2CCCCC2)n1	1.1	19%	4%	3%	16%	i	-2.6%	-13	2	-1%
COc1ccc(S(=O)(=O)N2CC3CCCN3c3ccc(C(F)(F)F)cc32)cc1 (stereo not given)	1.1	9%	-1%	7%	6%	i	-1.6%	8	-5	-7%

(further entries)
SMILES	TNAP activation fold	PMI inhibitors	LYP phosphatase	M1AAP inhibition	human PMI inhibitors	Yfh1-depleted yeast	XIAP displacement	WT yeast gro inh	WT yeast gro inh mutant strain	M17LAP inhibition
NC(=O)c1nsc(C(=O)N(c2cccc(F)c2)C(C(=O)NCC2CCCO2)c2cccs2)c1N (stereo not given)	1.1	-2%	-6%	14%	0%	i	4.3%	5	3	4%
Cc1ccc(C2Nc3ccccc3-c3nc4ccccc4n32)o1 (stereo not given)	1.1	-22%	-7%	8%	-15%	i	-4.5%	28	19	-35%
CCOC(=O)Cc1csc(NC(=O)COc2cc(C)cc(C)c2)n1	1.1	1%	-10%	6%	-5%	i	-6.4%	-1	-19	-11%
O=C(NCCN1CCOCC1)c1cccnc1SCc1ccccc1Cl	1.1	9%	-9%	3%	5%	i	-7.3%	-19	15	17%
CCOC(=O)N1CCN(C(=O)CS(=O)(=O)c2cn(Cc3ccccc3Cl)c3ccccc23)CC1	0.9	7%	-6%	0%	4%	i	-2.5%	-3	-1	-10%
Cc1ccc2nc(Cl)c(/C=N/NC(=O)[C@H]3C[C@@H]3c3ccccc3)cc2c1	1.2	-4%	6%	4%	3%	i	-9.7%	16	-1	-3%
O=C(CNS(=O)(=O)c1ccc2ccccc2c1)NCCc1ccccn1	1.1	-6%	-5%	0%	5%	i	-4.2%	-11	-4	0%
O=c1oc2ccccc2c2c1SC(C(F)(F)F)C2 (stereo not given)	1.1	4%	-17%	13%	-8%	i	-7.1%	13	6	-134%
CCC1=Nc2cc(C(=O)O)ccc2Sc2ccccc21	1.1	-5%	2%	2%	5%	i	-4.2%	0	-8	28%
COC(=O)c1c(C(=O)OC)n(CCCN)c2ccc(C)cc12	1.1	3%	-6%	8%	5%	i	-3.3%	nt	nt	-7%
CC(=O)OC1=C(C#N)Cn2ccc3cccc1c32	1.1	-13%	1%	6%	-34%	i	-6.1%	-6	0	-17%
COC(=O)c1ccccc1NC(=S)NC(NC(=O)c1ccccc1[N+](=O)[O-])C(Cl)(Cl)Cl (stereo not given)	1	17%	-6%	4%	6%	i	-1.4%	14	7	-9%

Single values from above:
CCOC(=O)N1CCN(C(=O)CS(=O)(=O)c2cn(Cc3ccccc3Cl)c3ccccc23)CC1 – human PMI inhibitors: 4%
O=c1oc2ccccc2c2c1SC(C(F)(F)F)C2 (stereo not given) – XIAP displacement: -7.1%

Other entries:
SMILES	TNAP activation fold	PMI inhibitors	LYP phosphatase	M1AAP inhibition	human PMI inhibitors	Yfh1-depleted yeast	XIAP displacement	WT yeast gro inh	WT yeast gro inh mutant strain	M17LAP inhibition
Cc1ccsc1C(=O)OCc1nc2ccccc2c(=O)[nH]1	1	4%	-3%	5%	2%	i	-8.4%	-3	-5	3%
Cc1cc(C(C)(C)C)oc1C(=O)N(CC(=O)NC1CCCC1)c1ccc(F)cc1	1	12%	4%	1%	7%	i	-6.7%	-18	1	-1%
C=CCn1c(SCC(=O)NC(N)=O)nnc1-c1cc2c(s1)CCC(CC)C2 (stereo not given)	1.1	19%	2%	5%	19%	i	-10%	-9	15	8%
Cc1c(Cl)c([N+](=O)[O-])nn1CC(=O)NC(C)C1CC2CCC1C2 (stereo not given)	1.1	8%	-5%	5%	5%	i	-6.0%	2	-7	1%
CC(=O)Nc1cnn(Cc2ccc(Br)cc2)c1	1.1	13%	0%	11%	18%	i	-3.2%	-4	1	6%
COc1ccccc1NC(=O)C(C)Nc1ccc(C)c(Cl)c1 (stereo not given)	1.1	12%	-4%	2%	11%	i	0.5%	2	-17	12%
Cc1ccc(S(=O)(=O)CCC(=O)OC(C)C(=O)c2c(C)[nH]c3ccccc23)cc1 (stereo not given)	1.1	2%	-2%	4%	-3%	i	2.4%	-17	-7	-5%
CC1CCN(S(=O)(=O)c2ccc3[nH]c(=O)cc(C(=O)O)c3c2)CC1	1.1	4%	-4%	-3%	2%	i	-11%	13	19	-80%
Cc1cc(=O)n(CCc2ccccc2)c(O)c1C#N	1	9%	2%	14%	48%	i	0.0%	-8	-12	8%
COCC(=O)N(c1ccccc1)C(C)C(=O)OC (stereo not given)	1	-4%	-6%	-7%	-4%	i	-5.0%	13	-2	-5%
CCOc1ccc(Nc2cc(=O)n(C)c(=O)n2C)cc1	1.1	12%	-4%	2%	12%	nt	-5.7%	22	-1	8%
CC(C)CCN1CCN(Cc2ccc(Sc3nncn3C)o2)CC1CCO (stereo not given)	1	nt	-10%	3%	nt	i	1.3%	-14	-9	-16%

Random excerpt: two compounds from above
SMILES	TNAP activation fold	PMI inhibitors	LYP phosphatase	M1AAP inhibition	human PMI inhibitors	Yfh1-depleted yeast	XIAP displacement	WT yeast gro inh	WT yeast gro inh mutant strain	M17LAP inhibition
Cc1ccc(S(=O)(=O)CCC(=O)OC(C)C(=O)c2c(C)[nH]c3ccccc23)cc1 (stereo not given)	1.1	2%	-2%	4%	-3%	i	2.4%	-17	-7	-5%
Cc1ccsc1C(=O)OCc1nc2ccccc2c(=O)[nH]1	1	4%	-3%	5%	2%	i	-8.4%	-3	-5	3%

More results.
SMILES	TNAP activation fold	PMI inhibitors	LYP phosphatase	M1AAP inhibition	human PMI inhibitors	Yfh1-depleted yeast	XIAP displacement	WT yeast gro inh	WT yeast gro inh mutant strain	M17LAP inhibition
CCc1ccc(CN(C)CC(=O)Nc2ccccc2[N+](=O)[O-])cc1	1.1	10%	4%	11%	8%	i	-3.7%	5	-1	7%
COc1cccc(NC(=S)N2CCCN(Cc3ccc(F)cc3)C2)c1	1.1	1%	-9%	4%	2%	i	6.0%	10	0	-6%
CCn1nc(C)c(CNC(=O)CCc2nnc(-c3ccc(C(C)=O)s3)o2)c1C	1	9%	0%	4%	-3%	i	-5.3%	-8	-8	14%
Cc1[nH]n(-c2ccccc2)c(=O)c1C(=O)c1ccc([N+](=O)[O-])cc1	1.1	-16%	-1%	5%	0%	i	-2.3%	5	10	1%
CS(=O)(=O)N(CC(=O)Nc1c(F)cccc1F)c1ccc(C23CC4CC(CC(C4)C2)C3)cc1	1	-5%	10%	2%	-6%	i	-5.0%	29	11	-11%
CCCCCCc1cc2cc(C(N)=O)c(=N)oc2cc1O	1.3	0%	-6%	7%	-9%	i	-3.0%	82*	75*	-35%
CCN1CCN(C(=O)c2cc3cc([N+](=O)[O-])ccc3oc2=O)CC1	0.9	3%	-4%	0%	4%	i	-5.1%	23	14	8%

Source: PubChem
